Autophagy HCS: modulators of autophagy | 190,000 tested, 0.98% active | calls only at 10 µM (by protocol) | AID 463193 | MEF GFP-LC3 puncta imaging; test concentration mostly 10 µM;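 active = percentage of spot-positive cells more than 3 SD above its plate mean, without a fluorescence outlier flag or 80% toxicity; inconclusive = no clear call, values can overlap the other calls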;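 note: spot-positive cell cutoff set from DMSO-treated cells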
Dynein transport: dynein cargo transport inhibition. z-score, hits read low. 220,000 tested, 0.47% active. AID 1381. 3617.4 mouse cells, GR-EGFP nuclear translocation imaging; test concentration mostly 20 µM; stimulated with dexamethasone, 1 µM; hits give low values;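 active = plate z-score of nuclear minus cytoplasmic receptor signal below a set negative limit, without overly bright fluorescence or cell loss, cut at about -3.5 in these data, passing the limit was not always enough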;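 note: z-score of nuclear minus cytoplasmic ring GR-EGFP intensity difference per well; some compounds called inactive have numbers as strong as hits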
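Buffer or medium: tetracycline-free induction medium containing charcoal-stripped FBS / Reagent: dexamethasone agonist, 1.0 µM final, for 30 min / Technique: automated 10x imaging of fixed Hoechst-stained cells / Times: induction 48 h, compound 1 h, agonist 30 min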
CSM14.1 death rescue: protection against thapsigargin-triggered cell killing – 384-well, CSM14.1, ATP luminescence, primary screen (AID 1222). CSM14.1 thapsigargin-induced death rescue, ATP luminescence; higher % means a stronger effect. one-dose cellular ATP content (survival), % at 20 µM; EC50 in µM for titrated hits. 190,000 tested, under 10 active;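 active = EC50 below 50 µM in the dose-response confirmation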;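 note: death triggered by thapsigargin at about 15 µM added after 2 h compound pretreatment; cell ATP read after overnight thapsigargin exposure of roughly 18 to 22 hours; normalized against plate controls of thapsigargin alone and 5% DMSO vehicle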
Ins promoter up: MIN6 insulin promoter up-regulation; z-score at 5 µM; MIN6 insulin promoter-GFP reporter, high-content imaging; hits give high values; 190,000 tested, 0.3% active;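 active = z-score above 3 at 5 µM with at least 500 cells counted in the well; inconclusive = wells under 500 cells, flagged as cytotoxic or low count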
MT stabilizer: microtubule stabilizers in HeLa cells; HeLa tubulin immunostaining HCS, 24 h; share of cells brighter than vehicle mean+2SD; 200,000 tested, 0.83% active; % tubulin-high responders, % at 10 µM;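 active = plate Z-score above 3 for both tubulin-high and condensed-nucleus cell shares, with cell loss under 80%, at 10 µM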;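 note: anti alpha tubulin signal scored within the nucleus-defined area of each cell; some results filed as inactive read as strong as hits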
M1AAP inhibition: P. falciparum M1AAP inhibitors, biochemical, fluorogenic H-Leu-NHMec substrate, 1536-well (AID 1445). recombinant M1AAP, H-Leu-NHMec fluorogenic kinetic assay; higher % means a stronger effect. one-dose inhibition, % at 30 µM; IC50 in µM for titrated hits. 220,000 tested, 0.42% active;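 active = primary inhibition above the hit cutoff, then over 50% inhibition at one or more dose response concentrations, cut at about 23% in these data, passing the limit was not always enough; inconclusive = conflicting primary data, or primary hits not chosen for dose response; inactive = low primary inhibition, or under 50% at every dose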;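 note: plate controls were DMSO full reaction for no effect and no enzyme background for full effect; strong numbers were not always called active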
Yfh1-depleted yeast: enhancers of respiration in Yfh1-depleted yeast, dose response, Friedreich's ataxia, plus single-dose screen (AID 1465); fold induction at 50 µM; hits with a dose series show EC50 in µM; S. cerevisiae Yfh1-off respiration, WST-1 reduction, 72 h; higher fold induction means a stronger effect; 220,000 tested, 0.074% active;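 active = fold induction of absorbance versus untreated yeast above a set limit, then at least 30% activation at any dose in follow-up; inconclusive = repeats straddling the limit, or above it without dose testing; inactive = fold induction below the set limit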;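 note: activators that raise dye reduction in frataxin-depleted yeast; strong numbers were not always called active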
Lipid droplet: modulators of hepatic lipid droplet formation; AML12 mouse hepatocytes, oleate lipid droplets, BODIPY imaging; inhibition, % at 6.5 µM; 240,000 tested, 0.4% active;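 active = lipid droplet intensity inhibited by at least 50%, with more than 500 cells counted; inconclusive = wells with under 300 cells, treated as cytotoxic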
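Assay system: AML12 mouse liver cells | Compound dosing: One dose, 6.5 µM compound | Read-out basis: Droplet intensity reduction, % inhibition | Measured by: Fluorescence imaging, 20x objective, two fields per well | Schedule: Overnight treatment with compound plus oleate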
M17LAP inhibition: P. falciparum M17LAP inhibitors, primary screen, biochemical, fluorogenic H-Leu-NHMec substrate, 1536-well (AID 1619); recombinant M17LAP, H-Leu-NHMec fluorogenic kinetic assay; higher % means a stronger effect; inhibition, % at 30 µM; hits with a dose series show IC50 in µM; 220,000 tested, 0.38% active;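 active = compound inhibiting the enzyme by more than half at any dose during confirmatory dose-response retesting; inconclusive = strong single-dose inhibitors picked by rank but not retested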;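 note: plate controls were full reaction with DMSO carrier for no effect and no enzyme background for full effect; strong numbers were not always called active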
Dynein transport cytoplasmic EGFP: recorded beside Dynein transport, whose call it bears; z-score; measured here: cytoplasmic GR-EGFP intensity; hits give high values
Dynein transport nuclear GR-EGFP: second read-out of Dynein transport, no call of its own (marks repeat the call); z-score; measured here: nuclear GR-EGFP intensity;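 lower value marks the stronger effect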
Dynein transport cell count: also measured in Dynein transport; calls as there; z-score; measured here: cell count per field
Ins promoter up cell count: also measured in Ins promoter up; calls as there; cell count; measured here: cytotoxicity, nuclei count;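 total cells summed across four imaged fields per well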
Lipid droplet cells 6.5 µM: second read-out of Lipid droplet, no call of its own (marks repeat the call); cell count; measured here: cell count, cytotoxicity flag;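 cells counted across two imaged fields per well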
MT stabilizer Hoechst-high %: second read-out of MT stabilizer, no call of its own (marks repeat the call); % Hoechst-high responders; measured here: nuclear condensation Hoechst responders;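 share of cells brighter than vehicle mean plus two SD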
MT stabilizer cytotoxicity %: recorded beside MT stabilizer, whose call it bears; toxicity, %; measured here: cytotoxicity by cell density;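 0% = mean cell density of plate MIN control wells and 100% = no cells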
Autophagy HCS cell loss 18 h: also measured in Autophagy HCS; calls as there; toxicity, %; measured here: cell loss, nuclei count;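 cell loss after 18 h compound exposure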
An asterisk follows results filed as active; i = inactive; u = inconclusive; x = not tested or not shown.

SMILES	Autophagy HCS	Autophagy HCS cell loss 18 h	Dynein transport	Dynein transport cytoplasmic EGFP	Dynein transport nuclear GR-EGFP	Dynein transport cell count	CSM14.1 death rescue	Ins promoter up	Ins promoter up cell count	MT stabilizer	MT stabilizer Hoechst-high %	MT stabilizer cytotoxicity %	M1AAP inhibition	Yfh1-depleted yeast	Lipid droplet	Lipid droplet cells 6.5 µM	M17LAP inhibition
COc1ccc(NS(=O)(=O)c2ccc(O)c(NC(=O)c3ccc(S(=O)(=O)N4CCCC4)cc3)c2)cc1	x	x	-0.273	-0.197	-0.12	0.183	x	0.02	1364	x	x	x	9.3%	i	6.8	711	12.0%
O=C(NCCCCNC(=O)C(F)(F)F)C(F)(F)F	i	18.9	0.629	-0.267	0.437	-0.409	-3.5%	0.98	1218	1.1	2.8	3.0	1.8%	i	7.1	791	2.3%
Cc1cc(C)c2cc(C#N)c(SCC(=O)Nc3ccc4c(c3)OCO4)nc2c1	x	x	-0.992	-0.277	-0.106	0.255	x	0.17	1021	x	x	x	4.8%	i	-0.9	624	6.6%
O=C(COc1cccc2ccccc12)NNC(=O)[C@@H]1CCCC[C@@H]1C(=O)O	i	-8.6	-0.0334	-0.178	0.116	0.665	5.3%	0.18	743	1.3	1.2	7.0	2.4%	i	-56.7	571	12.1%
Cc1ccc(C(=O)Nc2cc(=O)n(C)c(=O)n2C)o1	i	-1.8	-0.185	-0.214	0.148	-0.314	-3.8%	x	x	2.0	1.0	3.6	7.7%	i	-3.4	777	17.1%
CCC1(C)Cc2nc3sc(C(=O)O)c(N)c3cc2CO1 (centres undefined)	i	8.1	-0.392	-0.013	0.0658	-0.152	-0.1%	-0.05	1671	3.1	1.5	11.6	4.3%	i	14.1	618	22.5%
COc1ccc(C(=O)OCC(=O)NCc2ccccc2)c(OC)c1OC	i	-3.2	-0.497	-0.339	0.158	0.189	-0.7%	0.04	1285	4.6	3.6	1.2	0.4%	i	10.5	694	-3.6%
Cc1cccc(C)c1NS(=O)(=O)c1c(C)[nH]c(=O)[nH]c1=O	i	6.1	0.131	-0.368	0.255	-0.17	0.4%	-1.03	1458	3.9	3.2	8.7	-9.2%	i	x	x	-9.9%
Brc1ccc(-c2nnc3sc(CN4CCC5(CC4)OCCO5)cn23)cc1	i	2.4	-0.186	-0.249	-0.229	1.05	-0.2%	0.11	1267	2.6	2.9	4.9	-1.1%	i	6.5	692	1.9%
Cc1cc(N2CCN(C)CC2)ccc1NC(=O)c1c2c(nc3ccccc13)CCN(Cc1ccccc1)C2	u	x	1.14	1.37	0.5	-0.444	-0.7%	-5.24	621	2.8	0.8	6.4	-2.4%	i	-18.0	676	-16.4%
CN1CCN(CCOc2cccc(Cl)c2)CC1	i	-0.6	0.634	-0.154	0.101	-1.27	4.3%	-0.1	1671	3.1	0.8	3.2	0.4%	i	x	x	0.7%
Cn1c(=O)[nH]c(=O)c2c1nc(NCCCn1ccnc1)n2CCOc1ccccc1	i	20.8	1.71	-0.145	0.734	-0.484	2.0%	0.26	1200	1.4	2.3	15.1	6.8%	i	x	x	-0.4%
CC(C)CC(=O)N=C1SC2CS(=O)(=O)CC2N1Cc1ccccc1 (centres undefined)	i	5.2	0.214	-0.179	0.418	-0.19	19.3%	-0.14	1349	1.7	1.8	11.1	0.1%	i	-0.5	639	-1.1%
CN(C)C(=O)CSc1nc(-c2ccccc2)c(-c2ccccc2)o1	i	17.4	0.591	-0.319	0.714	0.0896	-0.3%	-1.45	1410	2.7	2.2	0.3	4.1%	i	-12.3	675	-2.2%
COC(=O)Oc1nsnc1N1CCOCC1	i	2.1	-0.122	-0.219	-0.0416	0.527	9.5%	x	x	0.8	1.6	9.4	2.5%	i	x	x	3.3%
CC(=O)C1C(c2ccccc2Cl)NC(=O)NC1(O)C(F)(F)F (centres undefined)	i	-6.3	1.18	-0.0227	1.1	-0.712	-0.4%	1.01	1001	5.4	2.5	2.2	0.5%	i	x	x	1.5%
COc1ccc(C2(C)NC(=O)N(CC(=O)Nc3ccc(S(=O)(=O)N4CCCC4)cc3)C2=O)cc1 (centres undefined)	i	4.8	2.97	-0.0964	1.82	-1.7	0.8%	0.05	1220	2.3	1.8	1.8	-4.9%	i	10.3	697	2.7%
CCOC(=O)C(NC(=O)CC)(Nc1ccc(S(=O)(=O)Nc2onc(C)c2C)cc1)C(F)(F)F (centres undefined)	i	-3.9	-0.714	0.0739	-0.412	0.6	-2.4%	-0.33	1240	4.5	1.5	3.9	-4.1%	i	0.3	738	-1.1%
COc1ccc(Cl)cc1NC(=O)C1CCCN(c2cc(C)nc3ncnn23)C1 (centres undefined)	i	1.0	-0.318	-0.203	-0.32	0.678	-1.2%	0.17	1236	1.4	1.9	11.3	5.3%	i	x	x	2.2%
COc1ccc(/C=C(\C#N)C(=O)NCCc2ccccc2)cc1OCc1ccccc1	i	-0.8	0.0744	-0.278	-0.226	0.0228	-2.7%	0.11	1192	1.5	2.1	1.3	0.3%	i	-1.2	647	4.1%
CCOc1[nH]n(-c2ccccc2)c(=O)c1C=NCC(=O)OC	i	-3.0	1.68	-0.129	1.04	-2.52	x	-0.73	1330	1.9	2.1	9.3	3.0%	i	0.3	718	-5.3%
CN(C)S(=O)(=O)c1ccc(Cl)c(NC(=O)CSc2nc3c(cc2C#N)C(=O)CC(C)(C)C3)c1	i	10.3	-0.577	-0.234	-0.303	-0.203	0.2%	0.21	1120	3.7	2.7	2.4	2.9%	i	-27.5	583	-3.2%
CCOC(=O)CSc1nnc(-c2ccc(Cl)cc2Cl)o1	i	2.4	-0.492	-0.19	-0.0175	0.488	x	-0.83	1048	3.4	1.4	65.6	-0.7%	i	2.3	713	5.7%
O=C(NCc1ccco1)/C(=C/c1ccc(C(F)(F)F)cc1)c1nc2ccccc2[nH]1	i	-1.6	-0.959	-0.299	-0.819	0.601	-1.8%	0.39	1292	2.6	5.4	7.3	-3.5%	i	3.5	730	-5.9%
COc1c(Cl)cc(C(=O)NN)cc1Cl	i	51.7	-0.178	-0.295	0.00535	0.242	-2.9%	0.62	1574	5.8	6.1	7.1	-4.9%	i	1.2	774	3.8%
O=C1NC(=O)/C(=C\c2ccc(OCc3cnc(Cl)s3)cc2)S1	i	-31.8	-0.549	-0.263	-0.142	0.519	4.7%	0.02	1515	3.9	2.6	3.4	0.5%	i	14.9	679	1.9%
N=c1n(Cc2ccccc2)c2ccccc2n1CC(O)c1ccccc1 (centres undefined)	i	3.8	0.235	-0.178	-0.0447	-0.78	-7.3%	x	x	1.4	2.0	0.2	-0.5%	i	x	x	-13.9%
CC(C)(C)c1ccc(-c2noc(CCC(=O)NCC3CCCO3)n2)cc1 (centres undefined)	i	3.6	2.8	-0.185	1.59	-0.623	-3.4%	-0.36	864	2.4	2.4	7.4	3.4%	i	x	x	6.0%
CCNc1nc(NC(N)=S)nc(NC(C)(C)C)n1	i	8.3	-0.28	-0.234	0.134	0.394	0.5%	-1.47	1564	3.2	1.9	6.6	8.5%	i	5.4	751	1.8%
CN(Cc1cc(=O)n2ccsc2n1)Cc1nc2ccccc2c(=O)[nH]1	i	5.7	1.06	-0.302	0.742	0.129	1.1%	0.45	1381	1.7	3.4	4.6	5.8%	i	-1.4	683	-0.1%
COc1ccc(NC(=O)c2ccccc2N(Cc2ccccc2)S(C)(=O)=O)cc1OC	i	-14.0	-1.24	-0.205	-0.902	1.06	-2.5%	-1.5	1493	2.7	1.9	9.0	5.1%	i	-15.4	676	6.7%
Cc1onc(-c2ccccc2)c1C(=O)NC(=S)NNC(=O)c1ccco1	x	x	0.0721	-0.269	-0.251	0.326	x	0.48	1109	x	x	x	-9.7%	u	-18.3	718	2.6%
CCN1CCN(Cc2ccc(NC(=O)c3cc(NC(=O)C(=O)c4c[nH]c5ccccc45)cc(OC)c3)cc2C(F)(F)F)CC1	x	x	-0.0615	-0.815	-0.0873	0.516	x	0.4	501	x	x	x	4.9%	i	-12.9	627	2.5%
CCSc1nnc(Cn2c(=O)sc3ccccc32)n1-c1ccc(OC)cc1	i	21.1	0.421	0.128	0.623	-3.19	1.7%	-0.09	1249	4.0	2.0	0.9	9.1%	i	-15.4	765	1.2%
CCOc1ccc(OCC)c(NC(=O)CSCCc2ccccn2)c1	i	13.1	-0.202	-0.279	0.0233	-0.0797	-6.2%	-0.09	1274	3.0	1.8	3.8	2.7%	i	-9.5	686	7.3%
Cc1ccc(NC2=NCC(=O)N2Cc2ccc3c(c2)OCO3)c(C)c1	i	14.5	0.626	-0.152	0.608	-0.152	x	-0.95	1055	2.7	2.4	3.0	-2.8%	i	-3.8	702	1.6%
COc1ccc(N2C(=O)C3C(C2=O)C(C(=O)c2ccccc2)N2CCCC32)cc1 (centres undefined)	x	x	-1.21	-0.71	-0.897	-0.0326	x	-1.01	1036	x	x	x	-1.4%	i	-2.7	692	15.4%
COC(=O)/C=C/c1ccc2c(c1)OCO2	i	-18.3	-0.324	-0.216	-0.476	0.36	0.9%	0.16	1243	2.1	2.5	8.6	4.4%	i	x	x	-7.3%
CCC(C)c1ccccc1NC(=O)COC(=O)C1=COCCO1 (centres undefined)	i	-4.7	1.81	-0.329	0.984	-0.583	-0.6%	0.14	1262	5.5	2.6	6.8	5.5%	i	-6.7	661	3.3%
